SIAH1 antagonists: Siah-1 peptide-binding antagonists, primary screen, biochemical, fluorescence polarization, rhodamine-plectin, uHTS (AID 1817); Siah-1 / rhodamine-plectin peptide fluorescence polarization; higher % means a stronger effect; actives 0.02% (n = 290,000); displacement, % at 20 µM; hits with a dose series show IC50 in µM;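 active = displacement of at least 50% at 20 µM, with a fluorescence ratio check between 0.3 and a set limit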;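 note: plate controls were Siah plus tracer with DMSO for no effect and tracer alone without Siah for full effect; strong numbers were not always called active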
SV40 large T antigen: TAg ATPase/helicase activity blockers – biochemical (AID 1903). SV40 large T antigen ATPase/helicase inhibition assay; higher % means a stronger effect. one-dose inhibition, % at 20 µM; IC50 in µM for titrated hits. actives 0.39% (n = 310,000); in the data active = a potency from the dose series; note: strong numbers were not always called active
HIV fusion peptide: cell-free HIV fusion peptide-binding blockers – biochemical, uHTS, fluorescence dequenching, primary screen (AID 1986); inhibition, % at 20 µM; hits with a dose series show IC50 in µM; actives 0.3% (n = 290,000); cell-free peptide binding, fluorescence dequenching, 30 min; higher % means a stronger effect; in the data active = inhibition mostly above about 52%, no sharp cut-off; inactive = mostly below about 76%; note: some results filed as inactive read as strong as hits
LYP inhibition: inhibitors of LYP phosphatase, biochemical, fluorescence intensity, uHTS (AID 1779); recombinant LYP phosphatase, fluorescence intensity; higher % means a stronger effect; inhibition, % at 11.5 µM; hits with a dose series show IC50 in µM; actives 0.054% (n = 290,000); in the data active = inhibition above about 50%;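 note: plate controls were vehicle with enzyme for no effect and no enzyme for full effect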
Dengue-2 NS5 capping: Dengue-2 NS5 methyltransferase inhibitors, primary screen, biochemical, confirmation dose response (AID 588689); Dengue-2 NS5 methyltransferase capping enzyme assay, biochemical; higher % means a stronger effect; one-dose inhibition, % at 25 µM; IC50 in µM for titrated hits; actives 0.3% (n = 340,000); in the data active = a potency from the dose series
XIAP displacement: XIAP antagonists, biochemical, IAP family, fluorescence polarization (AID 1018); displacement, % at 20 µM, or IC50 in µM where a hit was titrated; actives 0.007% (n = 200,000); XIAP BIR domain, fluorescence polarization peptide displacement; higher % means a stronger effect; in the data active = displacement above about 50%; note: a part of the inactive calls stands beside numbers as strong as those of hits
AID2073: inhibitors of Mint1-CaV2.2 protein interaction, biochemical, HTRF (AID 2073); HTRF protein-protein interaction, Mint1-CaV2.2; higher % means a stronger effect; actives 0.19% (n = 290,000); one-dose inhibition, % at 20 µM; IC50 in µM for titrated hits; in the data active = inhibition mostly above about 51%, no sharp cut-off; note: some results filed as inactive read as strong as hits
Rac1 GTP hydrolysis: MgcRacGAP GTPase-activating activity inhibitors, confirmation, biochemical, ADP Hunter fluorescence; MgcRacGAP-stimulated Rac1 GTP hydrolysis, ADP Hunter fluorescence; higher % means a stronger effect; GST-tagged Rac1 F28L mutant substrate; inhibition, % at 30 µM, or IC50 in µM where a hit was titrated; actives 0.6% (n = 340,000); AID 624330;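 active = first-screen hits whose inhibition reached a set limit at any dose in the follow-up dose series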;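 note: fluorescence reports GDP produced by GAP-driven GTP hydrolysis; strong numbers were not always called active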
RSV antiviral HEp-2: inhibition of RSV-induced cytopathic effect – HEp-2 cells, primary 10 µM value included (AID 2391); HEp-2 cells, RSV-induced CPE inhibition; higher % means a stronger effect; one-dose CPE inhibition, % at 10 µM; IC50 in µM for titrated hits; actives 0.13% (n = 310,000); in the data active = a potency from the dose series; note: strong numbers were not always called active
Dengue-2 NS5 capping pilot replicate: further read-out of Dengue-2 NS5 capping, marked with its call; inhibition, %; measured here: pilot screen replicate inhibition
* marks the source's active call; other numbers are inactive results; nt = not tested or not shown.

SMILES	SIAH1 antagonists	SV40 large T antigen	HIV fusion peptide	LYP inhibition	Dengue-2 NS5 capping	XIAP displacement	AID2073	Rac1 GTP hydrolysis	RSV antiviral HEp-2	others
CCOc1ncccc1C(=O)N1CCN(S(=O)(=O)c2ccc3ccccc3c2)CC1	12.2%	11.8%	-1.2%	-6.6%	-8.5%	nt	-2.4%	7.1%	1.9%
C=CCCC(=O)Nc1nc(C)c(-c2csc(Nc3ccc(Cl)cc3)n2)s1	-3.0%	5.1%	13.4%	10.7%	2.4%	-4.8%	-4.9%	7.3%	14.9%
CCC(C)Oc1cccc(OCCCCN2C(=O)NC(C)(C)C2=O)c1 (stereo not drawn)	4.7%	1.4%	0.7%	-0.8%	-5.7%	-1.0%	-4.0%	-2.8%	0.2%
Cc1cccc(/C=N/Nc2nncc3ccccc23)c1	13.7%	2.7%	-1.1%	2.0%	-0.8%	3.0%	-12.4%	-2.7%	1.9%
Cc1cc(=O)n2nc(N3CCC(C(=O)N4CCN(Cc5ccccc5)CC4)CC3)sc2n1	1.9%	-3.3%	1.0%	2.5%	2.2%	-3.6%	-2.3%	13.5%	-0.8%
CCC(Oc1ccccc1)C(=O)Nc1ccccc1C(=O)N1CCN(C)CC1 (stereo not drawn)	-2.9%	11.7%	-0.2%	-7.2%	2.6%	nt	1.3%	4.8%	0.3%
Cc1ccc(NS(=O)(=O)c2ccc3[nH]c(=O)sc3c2)cc1	2.4%	5.1%	2.3%	-5.0%	nt	-9.4%	5.5%	-10.8%	1.2%
Fc1cccc(Cl)c1CNCCCSc1ncccn1	5.7%	6.9%	1.5%	-9.0%	-5.3%	nt	0.5%	13.4%	-1.1%	Dengue-2 NS5 capping pilot replicate=5.2
CC(C)c1csc(CN2CCCC(CCC(=O)NCc3ccccc3F)C2)n1 (stereo not drawn)	1.6%	-3.6%	1.5%	-5.8%	-12.4%	-3.0%	-3.6%	4.7%	1.0%
C=CCc1ccccc1OCC(O)CN1CCN(CCO)CC1 (stereo not drawn)	0.3%	3.7%	-1.0%	-3.7%	1.6%	nt	-12.6%	8.1%	-0.6%
Cc1ccc(C)c(NC(=O)CCN2CCc3ccccc3C2)c1	14.2%	0.5%	1.2%	-3.9%	-3.7%	-6.1%	10.0%	4.0%	0.4%
CN1CCc2nc(SCCOc3ccccc3)c(C#N)cc2C1	0.8%	6.0%	2.2%	1.0%	2.8%	-4.1%	-5.2%	-3.2%	-0.1%
CCc1ccc(NC(=O)C(=S)NC2CCCCC2)cc1	-3.2%	1.6%	0.6%	-4.6%	-3.8%	-2.1%	-7.9%	-1.4%	3.2%
OCc1cnc(SCc2ccccc2)n1Cc1ccccc1	1.5%	12.4%	-0.2%	-5.2%	-5.4%	-4.6%	2.1%	2.8%	4.9%
O=C(CCC(=O)Nc1ccccc1Cl)NNC(=O)Nc1cccc([N+](=O)[O-])c1	-0.5%	7.5%	0.4%	-11.2%	3.9%	nt	-4.4%	7.8%	0.3%
Cn1c(SCC(=O)Nc2nc3c(s2)CCCC3)nnc1-c1ccccc1	1.7%	7.2%	-1.2%	-0.3%	-4.9%	-1.8%	-1.5%	9.0%	12.8%
Cc1cc(C)c2c(C)c(C(=O)NCc3ccncc3)oc2c1	1.3%	9.2%	0.4%	-1.2%	-5.5%	-4.9%	7.3%	7.9%	17.5%
Cc1cc(C)cc(NC(=O)N2CCC(NC(=O)c3ccc(F)cc3)CC2)c1	-2.1%	11.6%	-0.6%	-10.5%	0.8%	-1.6%	5.7%	-13.4%	1.2%
CCC1CCCCN1S(=O)(=O)c1ccc(NC(=O)c2snnc2C)cc1 (stereo not drawn)	-1.2%	4.7%	0.0%	-3.6%	-3.5%	nt	-6.8%	9.9%	3.6%
CCCCN(CCCC)C(=O)CCS(=O)(=O)c1ccc2c(c1)n(C)c(=O)c(=O)n2C	-6.6%	3.2%	-0.3%	1.1%	-2.2%	-2.3%	-3.3%	9.1%	0.0%
CC(C)(C)n1nnnc1CN1CCC(NC(=O)NC2CCCCC2)CC1	-1.5%	8.3%	0.4%	-3.8%	1.3%	-5.2%	-0.3%	-2.7%	0.5%
COc1ccc(C(=O)NCC(=O)OCC(=O)N2CCc3ccccc32)cc1	10.7%	6.8%	1.8%	-6.4%	-6.9%	-4.5%	10.2%	7.9%	11.1%
O=C(NCC(c1ccco1)N1CCc2ccccc21)c1ccccc1F (stereo not drawn)	nt	1.8%	nt	nt	0.0%	nt	nt	9.6%	1.2%
Cc1ccc2nc(SCC(=O)c3ccc(O)cc3O)[nH]c2c1	-8.1%	6.4%	6.0%	-1.4%	-1.7%	nt	3.0%	12.6%	0.5%
Cn1cc([N+](=O)[O-])c(C(=O)Nc2nc(-c3ccc(Cl)cc3)cs2)n1	1.1%	11.9%	-3.3%	3.9%	nt	-4.7%	-8.0%	2.0%	-2.3%

Arranged by heavy-atom count (rising): part of the list above.
SMILES	SIAH1 antagonists	SV40 large T antigen	HIV fusion peptide	LYP inhibition	Dengue-2 NS5 capping	XIAP displacement	AID2073	Rac1 GTP hydrolysis	RSV antiviral HEp-2	others
Cc1ccc(NS(=O)(=O)c2ccc3[nH]c(=O)sc3c2)cc1	2.4%	5.1%	2.3%	-5.0%	nt	-9.4%	5.5%	-10.8%	1.2%
OCc1cnc(SCc2ccccc2)n1Cc1ccccc1	1.5%	12.4%	-0.2%	-5.2%	-5.4%	-4.6%	2.1%	2.8%	4.9%
CN1CCc2nc(SCCOc3ccccc3)c(C#N)cc2C1	0.8%	6.0%	2.2%	1.0%	2.8%	-4.1%	-5.2%	-3.2%	-0.1%
CC(C)(C)n1nnnc1CN1CCC(NC(=O)NC2CCCCC2)CC1	-1.5%	8.3%	0.4%	-3.8%	1.3%	-5.2%	-0.3%	-2.7%	0.5%
COc1ccc(C(=O)NCC(=O)OCC(=O)N2CCc3ccccc32)cc1	10.7%	6.8%	1.8%	-6.4%	-6.9%	-4.5%	10.2%	7.9%	11.1%

(listing goes on)
SMILES	SIAH1 antagonists	SV40 large T antigen	HIV fusion peptide	LYP inhibition	Dengue-2 NS5 capping	XIAP displacement	AID2073	Rac1 GTP hydrolysis	RSV antiviral HEp-2	others
Cc1c(-c2ccccc2)[nH]n2c(=O)c3c(nc12)CCCC3	6.2%	14.3%	-1.4%	-2.2%	-3.2%	-0.1%	4.3%	10.6%	3.4%
CCOCCCN(C(=O)c1snc(C(N)=O)c1N)C(C(=O)NC1CCCC1)c1ccc(O)cc1 (stereo not drawn)	4.2%	11.9%	-1.7%	-6.4%	-1.5%	nt	0.0%	3.5%	1.1%
O=C(NC1CC2CCCC(C1)N2C(=O)NC1CCCCC1)c1ccc(F)cc1 (stereo not drawn)	-2.2%	17.3%	-3.1%	-5.7%	-3.2%	-1.4%	-3.7%	-0.2%	0.8%
CCN(CC)CCCN1C(=O)C(O)=C(C(=O)c2ccc(C)o2)C1c1cccs1 (stereo not drawn)	3.0%	nt	1.2%	-7.1%	nt	-1.3%	-18.2%	nt	nt
COCCn1c(-c2ccccc2)cnc1N	-1.6%	1.6%	-0.8%	4.2%	-1.6%	-2.4%	22.4%	0.8%	5.3%
O=C1N(c2ccccc2)C2CS(=O)(=O)CC2N1c1ccc(Br)cc1 (stereo not drawn)	3.4%	5.0%	-2.8%	-1.7%	-9.3%	-2.8%	-2.4%	19.5%	0.9%
COc1ccc(C2/C(=C(/O)c3ccc4c(c3)CC(C)O4)C(=O)C(=O)N2CCCN2CCOCC2)cc1 (stereo not drawn)	6.3%	20.5%	0.2%	-3.8%	-4.4%	nt	2.8%	-9.4%	2.0%
Cn1c(=O)c(C(=O)NCCCc2ccccc2)c(O)c2ccccc21	-3.0%	1.0%	2.1%	-2.3%	nt	nt	8.5%	8.6%	0.7%
O=C(O)c1ccc(N=NN2CCCCC2)cc1	4.5%	21.7%	-2.7%	-1.3%	nt	-3.2%	-14.1%	nt	0.6%
Nn1c(SCC(=O)Nc2nccs2)nnc1-c1ccccn1	nt	4.8%	nt	nt	2.2%	nt	nt	7.0%	3.0%
COc1ccc(-c2nc3nc(C)cc(C)n3n2)cc1	1.4%	-3.9%	-0.2%	-11.3%	-10.4%	-6.0%	40.0%	12.7%	0.5%
O=C(Cn1nc(-c2ccccc2)ccc1=O)NCCCN1CCOCC1	1.0%	25.0%	-1.7%	0.6%	-0.8%	nt	-11.3%	9.3%	2.9%
CC(C)C(=O)Nc1nnc(SCC(=O)NCc2ccco2)s1	4.1%	-22.5%	0.2%	-4.5%	3.5%	-25.1%	0.0%	10.3%	1.4%
COc1ccc(NC(=O)c2ccc(Cl)c(S(=O)(=O)NCC3CCCO3)c2)c(OC)c1 (stereo not drawn)	3.9%	23.8%	0.4%	-4.6%	1.9%	nt	-0.4%	-1.5%	4.4%
CCN(CC)CCn1cnc2c1c(=O)n(CCOC(=O)c1cc(OC)c(OC)c(OC)c1)c(=O)n2C	-0.1%	8.4%	-0.1%	-8.9%	3.8%	nt	3.5%	8.6%	0.0%
COc1ccc(CCN=Cc2ccc(O)cc2)cc1OC	11.3%	3.5%	-0.7%	-5.9%	0.0%	nt	4.1%	6.2%	1.2%
OCCC1CN(Cc2cnn(-c3ccccc3Cl)c2)CCN1Cc1ccsc1 (stereo not drawn)	10.6%	12.6%	-0.8%	-4.1%	-2.3%	-7.8%	-6.2%	2.3%	-2.1%
CCc1ccc(OCC(=O)N2CCc3ccccc32)cc1	0.0%	7.3%	2.3%	5.2%	-3.3%	nt	-0.5%	9.1%	3.7%
COc1cc2ccccc2cc1C(=O)Nc1ccc(N2CCOCC2)cc1	-0.9%	-5.8%	-1.7%	0.4%	-7.3%	nt	2.5%	-3.3%	12.8%
COc1ccc2cc(C(=O)N/N=C/c3cc(OC)c(OC)c(OC)c3)[nH]c2c1	-2.5%	6.9%	-3.2%	-1.1%	-5.3%	nt	24.8%	7.5%	-0.1%
Cn1c(=O)c2c(ncn2CC(=O)OCC(=O)Nc2cccc(Cl)c2)n(C)c1=O	13.0%	-3.6%	1.5%	-7.3%	-0.8%	-2.3%	0.1%	1.6%	-0.3%
CCc1nnc(NC(=O)c2ccc(S(=O)(=O)N3CCCCC3)cc2)s1	0.8%	1.5%	0.0%	-5.7%	0.8%	nt	-4.3%	6.5%	17.4%
O=C(Nc1nc(-c2cccs2)cs1)c1ccc(S(=O)(=O)N2CCCCC2)cc1	-7.0%	6.7%	-2.4%	7.3%	-1.4%	-1.6%	2.4%	2.5%	1.2%
